# Screening data from PubChem.
# Mtb BioA inh – M. tuberculosis BioA enzyme inhibitors, primary screen, biochemical, plate reader, single point, HTS | 7,8-diaminopelargonic acid synthase BioA (Mycobacterium tuberculosis) | purified M. tuberculosis BioA enzyme | inhibition, % at 9.99 µM | hit rate 0.096% among 360,000 | AID 602481, 2012; in the data active = inhibition above about 40%
# The depositor's hits bear a star.
SMILES,Mtb BioA inh
C[C@@H]1CN([C@@H](C)CO)S(=O)(=O)c2ccc(C#CC3CCCCC3)cc2O[C@H]1CN(C)Cc1cccnc1,0.0
CNC[C@@H]1Oc2c(NC(=O)C3CCOCC3)cccc2C(=O)N([C@@H](C)CO)C[C@H]1C,-2.5
C[C@H](CO)N1C[C@H](C)[C@H](CN(C)Cc2ccccc2)Oc2ccc(NS(=O)(=O)c3cn(C)cn3)cc2C1=O,-2.3
CN(C)CC(=O)N1CCCCN2[C@H](C1)[C@@H](c1ccc(-c3cccc(C(=O)N(C)C)c3)cc1)[C@@H]2CO,6.6
O=C(NCC[C@H]1CC[C@H](NC(=O)C2CCC2)[C@H](CO)O1)c1cnccn1,-2.6
COc1cccc(-c2ccc3n(c2=O)C[C@H]2[C@H](CO)[C@@H](C(=O)N(C)C)N(C(=O)C4CCC4)[C@@H]32)c1,-1.8
C[C@@H]1CN([C@H](C)CO)S(=O)(=O)c2ccc(C#CC3CC3)cc2O[C@H]1CN(C)C(=O)C1CC1,-0.6
Cc1ccc(-c2cnc3c(c2)C(=O)N([C@H](C)CO)C[C@@H](C)[C@H](CN(C)C(=O)Cc2ccccc2)O3)cc1,1.5
COc1cccc(-c2ccc3c(c2)[C@H]2[C@H](CCN2S(=O)(=O)c2cccc(OC)c2)[C@H](CO)N3)c1,-1.0
COc1ccc(S(=O)(=O)N(C)C[C@@H]2Oc3cc(C#CC4CC4)ccc3S(=O)(=O)N([C@@H](C)CO)C[C@H]2C)cc1,-1.9
C[C@@H]1CN([C@H](C)CO)C(=O)c2cccc(NC(=O)Nc3ccc(C(F)(F)F)cc3)c2O[C@@H]1CN(C)C(=O)NC1CCCCC1,-3.1
CN(C)C(=O)C[C@H]1CC[C@@H]2[C@@H](COc3ccc(NC(=O)C4CC4)cc3C(=O)N2C)O1,-3.6
C[C@H](CO)N1C[C@H](C)[C@@H](CN(C)C(=O)Nc2ccc(C(F)(F)F)cc2)Oc2ccc(NC(=O)CCN3CCOCC3)cc2CC1=O,-1.9
CC(C)NC(=O)N(C)C[C@H]1Oc2ccc(NS(=O)(=O)c3cccs3)cc2C(=O)N([C@H](C)CO)C[C@H]1C,-2.4
COc1ccc(S(=O)(=O)N[C@@H]2CC[C@H](CCn3cc(-c4cccc(F)c4)nn3)O[C@H]2CO)cc1,6.3
C[C@H]1CN([C@@H](C)CO)S(=O)(=O)c2ccc(C3=CCCCC3)cc2O[C@@H]1CN(C)C(=O)Cc1cccnc1,1.7
O=C(Nc1ccccc1F)N1CCCCN2[C@H](CO)[C@H](c3ccc(C4=CCCC4)cc3)[C@@H]2C1,3.7
C[C@@H]1CN([C@H](C)CO)S(=O)(=O)c2ccc(C#CC(C)(C)O)cc2O[C@@H]1CN(C)Cc1ccc(-c2ccccc2)cc1,5.5
CCCC(=O)Nc1ccc2c(c1)C(=O)N(C)[C@H]1CC[C@H](CC(=O)NCCc3ccncc3)O[C@@H]1CO2,-0.3
C[C@@H]1CN([C@H](C)CO)C(=O)c2cccc(NC(=O)c3ccncc3)c2O[C@@H]1CN(C)Cc1ccccc1,-0.1
C[C@@H]1CCCCO[C@H](CN(C)Cc2ccccc2)[C@H](C)CN([C@H](C)CO)C(=O)c2cc(NS(=O)(=O)c3cn(C)cn3)ccc2O1,-4.3
O=C(Nc1ccccc1F)N1CCCCN2[C@H](CO)[C@@H](c3ccc(-c4cccnc4)cc3)[C@@H]2C1,7.1
CN(C)CCCNC(=O)[C@H]1[C@H](CO)[C@H]2Cn3c(ccc(-c4cccc(F)c4)c3=O)[C@@H]1N2C,5.0
C[C@@H]1CN([C@@H](C)CO)C(=O)c2cc(C#Cc3ccccc3)cnc2O[C@@H]1CN(C)C(=O)C1CC1,0.0
COc1ccc(S(=O)(=O)N(C)C[C@@H]2Oc3ccc(N(C)C)cc3C(=O)N([C@H](C)CO)C[C@H]2C)cc1,-0.6
CN1CCN(C(=O)C[C@@H]2CC[C@@H](NS(=O)(=O)c3cccc(F)c3)[C@@H](CO)O2)CC1,-3.7
CN(C)CCCNC(=O)C[C@H]1CC[C@@H]2[C@@H](COc3ccc(NS(C)(=O)=O)cc3C(=O)N2C)O1,0.0
COc1ccc(S(=O)(=O)Nc2ccc3c(c2)C(=O)N([C@@H](C)CO)C[C@H](C)[C@@H](CN(C)C(=O)Nc2ccc(F)cc2)O3)cc1,-0.9
C[C@H](CO)N1C[C@H](C)[C@@H](CN(C)S(=O)(=O)c2cn(C)cn2)Oc2c(NS(=O)(=O)c3ccc(Cl)cc3)cccc2C1=O,-1.5
CO[C@@H]1CN(C)C(=O)c2cc(NC(=O)NC(C)C)ccc2OC[C@H](C)N(CCC(F)(F)F)C[C@@H]1C,0.7
C[C@H](CO)N1C[C@H](C)[C@@H](CN(C)Cc2ccc(Cl)c(Cl)c2)Oc2ccc(NC(=O)Nc3ccccc3)cc2CC1=O,-1.9
CCCNC(=O)C[C@H]1C[C@@H]2c3cc(NC(=O)c4cccnc4)ccc3O[C@@H]2[C@@H](CO)O1,34
O=C(NC1CCCC1)N1CCCCN2[C@H](CO)[C@H](c3ccc(-c4cccnc4)cc3)[C@@H]2C1,-3.2
CC(=O)N(C)C[C@@H]1Oc2cc(C#CCN(C)C)ccc2S(=O)(=O)N([C@@H](C)CO)C[C@@H]1C,1.5
O=C(C[C@@H]1CC[C@@H]2[C@H](COC[C@H](O)CN2Cc2cccc(C(F)(F)F)c2)O1)NCc1ccccc1,-0.3
CC(C)NC(=O)N(C)C[C@@H]1Oc2c(cccc2N(C)C)C(=O)N([C@H](C)CO)C[C@@H]1C,-2.9
N#C[C@H]1N[C@H](CO)[C@@H]1c1ccc(C#CC2CCCCC2)cc1,1.3
C[C@H]1CN([C@@H](C)CO)C(=O)Cc2cc(NC(=O)Cc3ccccc3)ccc2O[C@H]1CN(C)CC1CCCCC1,-1.3
CC(C)NC(=O)Nc1ccc2c(c1)C(=O)N(C)[C@@H]1CC[C@H](CC(=O)NC3CCCCC3)O[C@@H]1CO2,5.6
Cc1ccc(-c2ccc3c(c2)O[C@H](CN(C)Cc2cccnc2)[C@H](C)CN([C@H](C)CO)S3(=O)=O)cc1,0.0

# A run of entries from the list above:
SMILES,Mtb BioA inh
C[C@H](CO)N1C[C@H](C)[C@@H](CN(C)Cc2ccc(Cl)c(Cl)c2)Oc2ccc(NC(=O)Nc3ccccc3)cc2CC1=O,-1.9
CCCNC(=O)C[C@H]1C[C@@H]2c3cc(NC(=O)c4cccnc4)ccc3O[C@@H]2[C@@H](CO)O1,34
O=C(NC1CCCC1)N1CCCCN2[C@H](CO)[C@H](c3ccc(-c4cccnc4)cc3)[C@@H]2C1,-3.2

# (more compounds)
SMILES,Mtb BioA inh
C/C=C/c1ccc2c(c1)O[C@H](CN(C)C(=O)Cc1cccnc1)[C@H](C)CN([C@H](C)CO)S2(=O)=O,1.3
CO[C@H]1CN(C)C(=O)c2ccc(NC(=O)NC(C)C)cc2OC[C@H](C)NC[C@H]1C,0.8
CN(C)C(=O)C[C@@H]1CC[C@H]2[C@@H](COc3ccc(NC(=O)C4CCCCC4)cc3C(=O)N2C)O1,4.1
C[C@@H]1CN([C@H](C)CO)C(=O)c2cc(NS(=O)(=O)c3cccs3)ccc2O[C@@H](C)CCCCO[C@@H]1CN(C)S(=O)(=O)c1cn(C)cn1,-2.0
Cn1cnc(S(=O)(=O)N2C[C@H](O)COC[C@@H]3O[C@@H](CC(=O)NCc4cccc(F)c4)CC[C@H]32)c1,-0.9
CCS(=O)(=O)N[C@@H]1CC[C@H](CC(=O)NC2Cc3ccccc3C2)O[C@H]1CO,-3.1
C/C=C/c1ccc([C@@H]2[C@H](CO)N(C(=O)COC)[C@H]2CNC(=O)CC)cc1,-0.1
CNC[C@H]1Oc2ccc(NS(=O)(=O)c3cccs3)cc2CC(=O)N([C@H](C)CO)C[C@@H]1C,-2.3
COc1cccc(CNC(=O)C[C@H]2CC[C@@H](NC(=O)C3CCC3)[C@@H](CO)O2)c1,-0.3
C[C@@H]1CN([C@H](C)CO)C(=O)c2cc(NC(=O)CCC(F)(F)F)ccc2O[C@@H](C)CCCCO[C@H]1CN(C)Cc1ccncc1,0.3
COCC(=O)N(C)C[C@H]1Oc2cc(C#C[C@@H](C)O)ccc2S(=O)(=O)N([C@H](C)CO)C[C@@H]1C,0.2
C[C@H]1CN([C@@H](C)CO)C(=O)c2cccc(NC(=O)Nc3cccc4ccccc34)c2O[C@@H]1CN(C)S(=O)(=O)c1cccs1,-0.6
C[C@@H]1CCCCO[C@H](CN(C)S(C)(=O)=O)[C@@H](C)CN([C@H](C)CO)C(=O)c2cc(NC(=O)c3ccncc3)ccc2O1,-2.7
C[C@H](CO)N1C[C@H](C)[C@@H](CN(C)Cc2ccc(Oc3ccccc3)cc2)Oc2c(NC(=O)Nc3ccc(F)cc3)cccc2C1=O,-0.4
CO[C@@H]1CN(C)C(=O)c2cc(NC(C)=O)ccc2OC[C@H](C)N(C(=O)c2ccccc2F)C[C@H]1C,-0.4
COc1cc2c(cc1OC)CN(C(=O)[C@@H]1[C@H]3C(=O)O[C@H](c4ccccc4)[C@H](c4ccccc4)N3[C@H](c3ccccc3OCCO)[C@@]13C(=O)Nc1ccc(C#CC4(O)CCCCCC4)cc13)CC2,-2.8
COc1cccc(-c2ccc([C@@H]3[C@H](CO)N4CCCCN(C(=O)Cc5ccncc5)C[C@@H]34)cc2)c1,1.9
O=C(C[C@H]1C=C[C@H](NC(=O)C2CCOCC2)[C@H](CO)O1)NCCc1cscn1,1.7
CN1CCN(C(=O)C[C@@H]2C[C@H]3c4cc(NS(C)(=O)=O)ccc4O[C@H]3[C@H](CO)O2)CC1,-2.2
CCCNC(=O)C[C@H]1CC[C@@H]2[C@@H](COc3ccc(NC(=O)Nc4ccccc4F)cc3C(=O)N2C)O1,6.6
O=C(C[C@H]1CC[C@@H]2[C@H](COC[C@@H](O)CN2C(=O)C2CCOCC2)O1)NCc1ccncc1,-3.2
CC=Cc1ccc2n(c1=O)C[C@@H]1[C@@H](CO)[C@H](C(=O)OC)N(C(C)=O)[C@H]21 (mixture of isomers),-0.6
COCc1cn(CC[C@H]2CC[C@H](NC(=O)Nc3ccc(F)cc3)[C@H](CO)O2)nn1,0.4
C[C@@H]1CN([C@H](C)CO)C(=O)c2cc(-c3cccc(C#N)c3)cnc2O[C@H]1CN(C)C(=O)c1cnccn1,15
C[C@H]1CN([C@@H](C)CO)C(=O)c2cccc(NC(=O)NC3CCCCC3)c2O[C@@H]1CN(C)Cc1ccccc1,-0.6
CNC(=O)C[C@@H]1CC[C@@H]2[C@@H](COc3ccc(NC(=O)NC4CCCC4)cc3C(=O)N2C)O1,-0.6
O=S(=O)(N[C@H]1CC[C@@H](CCn2cc(-c3cccc(F)c3)nn2)O[C@@H]1CO)c1ccccc1,8.1
CN(C)CCCNC(=O)C[C@@H]1CC[C@@H]2[C@H](COC[C@H](O)CN2CC2CC2)O1,1.2
COCC(=O)Nc1ccc2c(c1)[C@@H]1C[C@H](CC(=O)N[C@@H](C)c3ccccc3)O[C@@H](CO)[C@@H]1O2,-3.3
COC(=O)[C@]1(CO)N=C(c2ccc(OCCCO)cc2)O[C@@H]1c1ccccc1CN=[N+]=[N-],0.7
O=C(C[C@H]1C=C[C@@H](NC(=O)NC2CCCCC2)[C@@H](CO)O1)NCc1ccc(Cl)cc1,-1.0
O=C(c1ccccc1F)N1C[C@H]2[C@@H](c3ccccc31)[C@H](CO)N2C(=O)c1ccc(F)cc1,-2.8
C[C@@H]1CN([C@@H](C)CO)C(=O)c2cccc(NS(=O)(=O)c3cccs3)c2O[C@H]1CN(C)Cc1ccc(C(=O)O)cc1,-1.1
CO[C@@H]1CN(C)C(=O)c2ccc(NC(C)=O)cc2OC[C@H](C)NC[C@H]1C,-0.4
COc1ccc(CN2[C@@H]3CN(C(=O)CC(F)(F)F)c4ccccc4[C@@H]3[C@@H]2CO)cc1,1.9
Cc1ccc(S(=O)(=O)N[C@@H]2C=C[C@H](CC(=O)NCc3ccccc3F)O[C@H]2CO)cc1,1.4
CC(=O)N1[C@@H](CO)[C@@H](c2ccccc2)[C@@H]1CN(CC1CCC1)C(=O)CN(C)C,2.2
CC(C)CC#Cc1cnc2c(c1)C(=O)N([C@H](C)CO)C[C@@H](C)[C@H](CN(C)Cc1ccccc1C(=O)O)O2,3.0
C[C@@H]1CN([C@H](C)CO)S(=O)(=O)c2ccc(C#CC3CC3)cc2O[C@@H]1CN(C)C(=O)c1ccccc1,-2.7
N#C[C@@H]1[C@@H](c2ccc(C#CC3CC3)cc2)[C@H](CO)N1S(=O)(=O)c1ccccc1,-1.5

# Among those listed so far, these have a cyano group.
SMILES,Mtb BioA inh
N#C[C@H]1N[C@H](CO)[C@@H]1c1ccc(C#CC2CCCCC2)cc1,1.3
C[C@@H]1CN([C@H](C)CO)C(=O)c2cc(-c3cccc(C#N)c3)cnc2O[C@H]1CN(C)C(=O)c1cnccn1,15
N#C[C@@H]1[C@@H](c2ccc(C#CC3CC3)cc2)[C@H](CO)N1S(=O)(=O)c1ccccc1,-1.5

# Next section
SMILES,Mtb BioA inh
Cc1cc(C(=O)Nc2ccc3c(c2)C(=O)N(C)[C@H]2CC[C@@H](CC(=O)NCc4ccc(-c5ccccc5)cc4)O[C@H]2CO3)no1,-2.3
C[C@H](O)C#Cc1ccc2c(c1)O[C@@H](CN(C)C(=O)c1ccccc1)[C@H](C)CN([C@@H](C)CO)S2(=O)=O,0.6
CC(C)NC(=O)N(C)C[C@@H]1Oc2ncc(C#CC3CCCCC3)cc2C(=O)N([C@H](C)CO)C[C@H]1C,-0.4
CN1[C@@H]2c3ccc(-c4ccncc4)c(=O)n3C[C@H]1[C@H](CO)[C@H]2C(=O)NCCc1ccccc1,-1.1
CC(C)C#Cc1ccc([C@@H]2[C@@H](C#N)N(C(=O)C3CCC3)[C@@H]2CO)cc1,0.1
C[C@@H]1CN([C@H](C)CO)C(=O)c2cccc(N(C)C)c2O[C@@H]1CN(C)C(=O)Nc1ccccc1,-2.4

# Quoted from the listing.
# Mtb BioA inh with `C[C@@H]1CN([C@H](C)CO)C(=O)c2cccc(N(C)C)c2O[C@@H]1CN(C)C(=O)Nc1ccccc1` → -2.4
# Mtb BioA inh with `CN1[C@@H]2c3ccc(-c4ccncc4)c(=O)n3C[C@H]1[C@H](CO)[C@H]2C(=O)NCCc1ccccc1` → -1.1
# Mtb BioA inh with `CC(C)NC(=O)N(C)C[C@@H]1Oc2ncc(C#CC3CCCCC3)cc2C(=O)N([C@H](C)CO)C[C@H]1C` → -0.4

# Only part of the results is shown (hit frequency here may not be typical).
